# Screens from PubChem BioAssay.
# EP2 modulator: modulates human prostaglandin E2 receptor EP2 signaling. P43116. EP2-expressing cells, cAMP HTRF FRET, PGE2 co-stimulation. 260,000 compounds, 0.83% hits. induction, % at 25 µM. AID 940;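 active = compounds whose cAMP rise, as percent of the full-agonist control response, exceeds 60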;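 note: rat C6 glioma line stably carrying human EP2 under a CMV promoter; the protocol text gives 20 µM as final concentration; 100% = response of wells given 1 µM PGE2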
# Target sequence (P43116 whole entry, looked up): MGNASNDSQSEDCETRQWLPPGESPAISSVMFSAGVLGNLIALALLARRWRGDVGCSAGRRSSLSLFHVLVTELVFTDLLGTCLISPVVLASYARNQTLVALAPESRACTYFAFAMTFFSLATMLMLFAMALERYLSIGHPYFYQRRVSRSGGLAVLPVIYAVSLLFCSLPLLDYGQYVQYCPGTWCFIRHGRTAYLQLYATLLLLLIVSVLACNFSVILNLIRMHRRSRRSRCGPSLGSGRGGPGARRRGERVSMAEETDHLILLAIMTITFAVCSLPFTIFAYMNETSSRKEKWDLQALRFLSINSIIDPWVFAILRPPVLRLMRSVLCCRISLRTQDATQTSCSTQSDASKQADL
# p97 ATPase inh: blocks human p97 ATPase activity. 220,000 compounds, 0.42% hits. recombinant p97 ATPase, Kinase-Glo ATP luminescence, 3 h. inhibition, % at 8 µM. P55072; in the data active = inhibition above about 15%;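 note: 0% = DMSO vehicle and 100% = wells lacking enzyme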
# NPY-Y1 antag: blocks the human neuropeptide Y Y1 receptor; P25929; HEK293-CNG Y1 cells, membrane potential fluorescence; NPY at EC95, then isoproterenol; inhibition, % at 3.6 µM; 200,000 compounds, 1% hits; AID 1040;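 active = inhibition above the campaign mean inhibition of all tested compounds plus 3 SD, cut at about 20% in these data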;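 note: 0% = DMSO wells given NPY plus isoproterenol and 100% = isoproterenol alone without NPY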
#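 System: HEK293 cells with Y1 receptor plus CNG channel / Probe or stimulus: NPY 25 nM then isoproterenol 1 µM plus Ro 20-1724 25 µM / Compound: one concentration, 3.6 µM, in 0.4% DMSO / Schedule: compound incubation 1 h at room temperature, readout 45 min post-stimulation / Measured by: membrane potential fluorescence / Read-out: % inhibition of NPY effect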
# eIF4E-4G inh: inhibitors of eIF4E and eIF4G interaction in translation initiation | P63073+Q04637 | TR-FRET eIF4E-eIF4GI(517-606) binding, 2 h | inhibition, % at 21.7 µM | 220,000 compounds, 0.37% hits;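 active = inhibition above about 30%, limit read from the data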;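 note: 0% = full FRET control wells and 100% = background wells lacking eIF4GI fragment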
# EP2 antag: EP2 receptor (human) inhibition; AID 1422; C6 glioma cells expressing human EP2, cAMP TR-FRET; cells stimulated with saturating PGE2; 260,000 compounds, 0.52% hits; P43116; inhibition, % at 25 µM;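 active = percent inhibition above 40 after rounding to a whole number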;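 note: rat C6 glioma host cells with rolipram phosphodiesterase inhibitor present; the protocol text gives 20 µM as final concentration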
# S1P4 ag: agonists of human S1P4 receptor; O95977; 220,000 compounds, 0.35% hits; activation, % at 4.98 µM; S1P4-expressing cell line, agonist reporter assay; AID 1509; in the data active = activation above about 11%;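 note: 0% = DMSO vehicle and 100% = reference agonist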
# NPY-Y1 PAM-ag: human NPY-Y1 potentiation or agonism, primary screen; activation, % at 3.6 µM; NPY-Y1 expressing cells, potentiator/agonist activation; 220,000 compounds, 0.37% hits; P25929; in the data active = activation above about 33%, passing the limit was not always enough;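 note: cells stimulated with NPY at EC10 then isoproterenol at EC100; 0% = low agonist plus stimulus and 100% = saturating agonist plus stimulus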
# S1P4 antagonist: human S1P4 receptor antagonism. O95977. S1P4-expressing cells, antagonist mode, reporter read-out. inhibition, % at 4.98 µM. 220,000 compounds, 0.26% hits. AID 1510; in the data active = inhibition above about 29%;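 note: 0% = wells stimulated with agonist and 100% = vehicle wells without agonist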
# NPY2 pot ag: potentiators or agonists of human neuropeptide Y receptor Y2. P49146. cells expressing NPY-Y2, potentiator/agonist read-out. activation, % at 3.6 µM. 220,000 compounds, 0.45% hits. AID 1359; in the data active = activation above about 27%;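 note: cells stimulated with NPY near EC25 plus isoproterenol at EC100; 0% = vehicle plus submaximal agonist and 100% = vehicle plus saturating agonist; some results beyond the cut were filed as inactive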
# Target sequence (P49146 whole entry, looked up): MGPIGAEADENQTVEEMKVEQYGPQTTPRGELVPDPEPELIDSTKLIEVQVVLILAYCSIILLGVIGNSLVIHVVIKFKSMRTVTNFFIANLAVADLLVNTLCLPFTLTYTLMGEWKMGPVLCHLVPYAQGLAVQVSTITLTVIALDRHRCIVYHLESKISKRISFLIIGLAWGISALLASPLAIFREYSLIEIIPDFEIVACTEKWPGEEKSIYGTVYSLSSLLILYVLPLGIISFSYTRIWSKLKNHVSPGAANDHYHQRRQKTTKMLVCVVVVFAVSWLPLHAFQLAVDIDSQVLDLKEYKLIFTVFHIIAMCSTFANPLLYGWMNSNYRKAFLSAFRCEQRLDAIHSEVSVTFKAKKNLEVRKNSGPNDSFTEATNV
# The depositor's hits bear a star; x = not tested or not shown; & = joins results of further samples; [ ] = another dose, or the depositor's remark.
SMILES,EP2 modulator,p97 ATPase inh,NPY-Y1 antag,eIF4E-4G inh,EP2 antag,S1P4 ag,NPY-Y1 PAM-ag,S1P4 antagonist,NPY2 pot ag
O=C(CN1CCN(c2ccccn2)CC1)N1CC(O)CO1 (stereo not given),-7,4,-1,2,3,-0.3,-1,-12,-5
O=C(Nc1ccc(NS(=O)(=O)c2ccccc2)cc1)c1cccnc1,14,6,-1,0,8,0.3,19,-18,-3
CC(C)OC(=O)CC(=O)CSc1nc2c(cc1C#N)CCC2,4&-21,0,-4,-3,4&6,-0.9,11,-10,5
CS(=O)(=O)N(CC(=O)N1CCN(Cc2ccccc2)CC1)Cc1ccccc1,-3,-4,16,-3,1,-3.4,-34,-1,-8
Cc1ccc(OCC(=O)N/N=C/c2ccccc2)c([N+](=O)[O-])c1,-39,-6,-2,2,8,-2.6,-8,5,0
Fc1ccc(N/N=C/C=C/c2ccccc2)c(F)c1,1,4,7,1,1,1.4,-8,1,-7
C/C(=N\N1C(=O)c2ccccc2C1=O)c1cccc([N+](=O)[O-])c1,3,3,0,5,7,1.6,-6,-6,-13
CCOc1ccccc1-c1c2cc(O)c(=O)cc-2oc2cc(O)c(O)cc12,22,4,-2,13,6,-1.4,-3,-7,-19
CC(C)(C)c1nn(-c2ccccc2)c2nc(Cl)c(C=O)cc12,0,2,0,-1,x,-0.5,0,3,-7
O=C(CSc1nc2ccccc2n1CC(=O)N1CCCC1)NCc1ccc2c(c1)OCO2,-3,2,6,-2,7,1.1,-13,-9,5

# Full records as entered above. Values in the order: EP2 modulator	p97 ATPase inh	NPY-Y1 antag	eIF4E-4G inh	EP2 antag	S1P4 ag	NPY-Y1 PAM-ag	S1P4 antagonist	NPY2 pot ag
# CCOc1ccccc1-c1c2cc(O)c(=O)cc-2oc2cc(O)c(O)cc12 in the list: 22	4	-2	13	6	-1.4	-3	-7	-19
# O=C(CSc1nc2ccccc2n1CC(=O)N1CCCC1)NCc1ccc2c(c1)OCO2 in the list: -3	2	6	-2	7	1.1	-13	-9	5
# O=C(Nc1ccc(NS(=O)(=O)c2ccccc2)cc1)c1cccnc1 in the list: 14	6	-1	0	8	0.3	19	-18	-3

# Next part.
SMILES,EP2 modulator,p97 ATPase inh,NPY-Y1 antag,eIF4E-4G inh,EP2 antag,S1P4 ag,NPY-Y1 PAM-ag,S1P4 antagonist,NPY2 pot ag
CCCn1nnc(NC(=S)NC(=O)c2ccc(-c3ccc(Br)cc3)o2)n1,-28,-3,x,1,8,0.0,-60,-1,-44
Cc1ccc(C(OCC(C)(C)C[N+](C)(C)C)c2ccccc2)cc1 (stereo not given),-28,5,1,-1,5,-0.3,9,6,-7
Cc1ccc(S(=O)(=O)N2CCN(C(=O)CN3CCc4ccccc4C3)CC2)cc1,-2,-1,7,6,4,-0.3,-26,-1,-4
CC(=O)C1=C(C)NC(SCSc2ccccc2)=C(C#N)C1c1cccnc1 (stereo not given),14,-5,7,-4,9,-0.2,-15,1,-18
O=C(CNCC1CCCCC1)Nc1cccc(S(=O)(=O)N2CCOCC2)c1,-20,0,0,2,10,-0.4,12,-21,2
Nc1ccccc1-n1cccc1,-1,6,x,0,17,1.5,6,0,-5
Cc1nn(CC#N)c(=O)n1N(C)c1ncc(C(F)(F)F)cc1Cl,2,-1,5,-1,9,2.3,2,-4,4
CCCC(=O)NC1=C(C#N)C2(CCCCC2)Cc2ccccc21,45,-8,13,-3,5,3.2,-15,-2,-5
CCn1cnc2sc(C(=O)Nc3ccccc3OC)c(C)c2c1=O,31,3,x,-1,12,0.2,1,-12,-5
Cn1c(SCc2cccnc2)nnc1-c1c[nH]c2ccccc12,-5,1,-3,2,6,2.4,1,-7,6
CC(=O)/C(=C\Nc1ccc(OCc2ccccc2)cc1)c1ccccc1,19,-3,14,3,8,-1.5,-31,2,-8
Cc1ccc(C)c(NC(=O)CSc2nnc(-c3n[nH]c4ccccc34)o2)c1,-39,3,-3,1,9,0.5,-1,-12,8
COc1ccccc1Nc1nc(N)nc(CN2CCCCCC2)n1,-1,5,10,3[fluorescence artefact?],9,1.4,-20,1,-6
Cc1ccc(S(=O)(=O)N2CCCN(S(=O)(=O)c3ccc4ccccc4c3)CC2)cc1,-9,-2,4,-2[fluorescence artefact?],8,0.9,-3,-7,-6
O=c1c2oc3ccccc3c2ncn1Cc1ccccc1F,-17,4,8,2,4,-1.2,20,7,11
COC(=O)/C(=C\Nc1ccc(Cl)cc1Cl)NC(=O)c1ccc(OC)cc1,10,0,x,1,10,-0.2,-3,12,-7
CCOC(=O)CNC(=S)N(Cc1ccccc1F)C1CCCCC1,45,0,10,-2,18,1.6,9,-2,-12
Cc1ccc(S(=O)(=O)N(c2cccc(C)c2)C2CCS(=O)(=O)C2)cc1 (stereo not given),21,-6,6,0,1,0.5,2,-3,-9
Cc1ccc(S(=O)(=O)Nc2cc(C(C(=O)OC(C)C)C(=O)C(F)(F)F)c(O)c3ccccc23)c(C)c1 (stereo not given),23,5,-3,3,6,-1.1,-2,6,10
CCC/C=N/NC(=O)c1ccc(F)cc1,29,6,-3,-1,5,1.9,-7,-4,12
COc1ccc(/C=C/C(=O)c2cc(F)ccc2OC(=O)c2ccccc2)cc1OC,x,4,12,x,18,0.6,13,12,-13
COc1ccccc1OCCNC(=O)C(c1ccccc1)c1ccccc1,29,-1,x,0,8,1.1,13,2,-11
CN(C(=O)CSc1nc(-c2ccccc2)cn1N)C(c1ccccc1)c1ccccc1,60,-1,1,-9,7,1.3,-6,2,-16
COc1cc(C(O)P(=O)(OCCC(C)C)c2ccc(N(C)C)cc2)cc(OC)c1OC (stereo not given),-17,-8,x,0,7,0.2,-8,-3,13
S=C(Nc1ccccn1)NC1CCCC1,32,2,-1,-3,3,0.6,18,1,-1
CC(=O)Nc1ccc(S(=O)(=O)NC2(C(F)(F)F)NC(=O)N(C3CCCC3)C2=O)cc1 (stereo not given),15,2,1,3,4,0.2,-6,-11,-2
CC1CCC2(CC1)NC(=O)N(CC(=O)N1CCc3ccccc3C1)C2=O (stereo not given),-43,0,-1,3,4,0.4,3,-9,0
COc1ccc([N+](=O)[O-])cc1NC(=O)Nc1ccccc1,-45,1,-7,1,17,0.7,-9,-2,5
COc1ccc(OC)c(C(=O)CSc2nc3ccccc3n2CC(=O)NC(C)(C)C)c1,-39&7,-3,1,6,15&12,-0.6,1,-8,0
Cc1ccc(C(=O)/C=C\Nc2ccc(C)c(C)c2)cc1,0,2,3,3,10,-0.4,-37,-1,-2
COc1ccc(-c2nnc(N)s2)cc1,-17,5,5,1,9,0.9,9,-18,6
O=C1Nc2cc(C(=O)N3CCc4ccccc4C3)ccc2S/C1=C\c1ccccc1,-21,-7,9,-5,4,-1.2,18,-9,-6
O=C(OCC(=O)N1CCN(S(=O)(=O)c2ccc(Cl)cc2)CC1)c1ccc([N+](=O)[O-])o1,-67,3,-3,4,3,3.0,-16,8,5
COC(=O)c1c(-c2ccccc2Cl)noc1-c1cnc(N)nc1C(F)(F)F,23,6,x,-4,5,-0.7,11,4,-20
Fc1cccc(Cc2noc(CN3CCCN(C4Cc5ccccc5C4)CC3)n2)c1,-40,0,22*,1,10,-0.6,-1,10,-7
O=[N+]([O-])c1ccc(Sc2ncc3ccccn23)nc1,-18,6,x,6,9,0.2,9,19,4
COc1cc2c(cc1OC)C1(Nc3c-2c(Cc2ccccc2)nn3-c2ccccc2)C(=O)Nc2ccccc21 (stereo not given),8,7,-4,1,10,1.0,1,-2,14
Fc1ccc(N2CCN(C(=S)NCc3ccco3)CC2)cc1,-42,2,1,2,7,-1.2,-4,12,-3
CCCCc1c(O)nc(SCCN(C)C)n(-c2ccccc2)c1=O,3,6,-2,-4,9,1.6,23,10,12
Cc1onc(C(=O)N2C(C)CCCC2C)c1[N+](=O)[O-] (stereo not given),14,4,-1,7,5,-0.3,-6,-3,-10

# Reprinted from the part before: 7 compounds; new compounds follow.
SMILES,EP2 modulator,p97 ATPase inh,NPY-Y1 antag,eIF4E-4G inh,EP2 antag,S1P4 ag,NPY-Y1 PAM-ag,S1P4 antagonist,NPY2 pot ag
COC(=O)c1c(-c2ccccc2Cl)noc1-c1cnc(N)nc1C(F)(F)F,23,6,x,-4,5,-0.7,11,4,-20
Fc1cccc(Cc2noc(CN3CCCN(C4Cc5ccccc5C4)CC3)n2)c1,-40,0,22*,1,10,-0.6,-1,10,-7
O=[N+]([O-])c1ccc(Sc2ncc3ccccn23)nc1,-18,6,x,6,9,0.2,9,19,4
COc1cc2c(cc1OC)C1(Nc3c-2c(Cc2ccccc2)nn3-c2ccccc2)C(=O)Nc2ccccc21 (stereo not given),8,7,-4,1,10,1.0,1,-2,14
Fc1ccc(N2CCN(C(=S)NCc3ccco3)CC2)cc1,-42,2,1,2,7,-1.2,-4,12,-3
CCCCc1c(O)nc(SCCN(C)C)n(-c2ccccc2)c1=O,3,6,-2,-4,9,1.6,23,10,12
Cc1onc(C(=O)N2C(C)CCCC2C)c1[N+](=O)[O-] (stereo not given),14,4,-1,7,5,-0.3,-6,-3,-10
CCN(CC)S(=O)(=O)c1cccc2c(N(C)C)cccc12,-12,-1,-2,1,13,1.7,2,0,9
CCOC(=O)C1(Cc2ccc(Cl)cc2)CCN(C(=O)C2=NNC(=O)CC2)CC1,8,-4,6,-2,8,1.1,3,-13,13
Cc1nn(C)cc1CN(C)Cc1c(C(=O)N(C)Cc2ccccc2)nc2ccccn12,-10,2,2,-1,13,0.9,-3,-9,8
c1ccc(CCc2nc3ccccc3[nH]2)cc1,-2,0,5,-2,13,1.6,4,-34,-1
Cc1ccc(C(=O)O)cc1NC(=S)NC(=O)c1ccc([N+](=O)[O-])c(C)c1,35,3,-4,1,6,-0.6,8,3,-6
CCS(=O)(=O)N1CCN(C2CCC(C)CC2)CC1 (stereo not given),14,7,-2,2[fluorescence artefact?],4,-0.1,-6,-17,8
COc1ccc(OC)c(NC(=O)C(=O)NNC(=O)c2cccs2)c1,30,7,-1,-1[fluorescence artefact?],8,-0.4,-9,-12,8
C/C(=N\NC(=O)c1ccc(O)cc1)c1cc2ccccc2o1,-48,6,3,3,6,-0.6,-6,-13,2
Cc1ccc(CN2C(=O)CCC2C(=O)NCc2ccc(F)cc2)cc1 (stereo not given),14,0,2,3[fluorescence artefact?],17,1.0,2,-10,-10
O=C1C(NS(=O)(=O)c2cccs2)=C(N2CCN(Cc3ccccc3)CC2)C(=O)c2ccccc21,-43,2,x,-10,5,-1.3,60*,3,40*
N#CCCN(C(=O)CSc1ccc2c(c1)OCCO2)c1ccccc1,-3,4,1,1[fluorescence artefact?],4,0.7,14,-22,-1
O=C(NC1CCCC1)C(c1ccc(F)cc1)N(Cc1ccccc1Cl)C(=O)CCl (stereo not given),26,-1,8,7[fluorescence artefact?],6,-1.6,24,-16,-4

# An excerpt; the hit share may differ from the screen's.
